# pAkt inh = Akt phosphorylation inhibition; Neuro2A IGF-stimulated pAkt S473 HTRF, 20 min; active compounds read low; activity change, % for hits at 50 µM; hit rate 0.32% among 360,000; in the data active = activity change below about -80%; inconclusive = mostly about -51% to -80%; note: % is set by controls: 0 for no effect and ±100 for the full control effect
#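 Neuro2A cells (4,500/well, DMEM with 0.5% FBS) were treated with compound at a single 50 µM final concentration, stimulated with 6 nM IGF for 20 min at 37 °C, and lysed. Phospho-Akt Ser473 was read by HTRF as 665/615 ratio ×10^4.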
# Abeta yeast res = restores growth of yeast expressing A-beta42 peptide. Potency, µM (top dose mostly 46.1 µM), for inactives: at the top dose growth rescue, usual class: activators. hit rate 0.063% among 410,000. yeast expressing A-beta42, growth rescue, OD600, 48 h; response scale: 0% DMSO, 100% iron-clioquinol control; note: potency is the fitted concentration of half-maximal effect; nearly all actives have a fitted effect of over 55% in size
#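 Yeast growth medium received pinned compounds, then yeast cells expressing toxic A-beta were added; plates incubated at 30 C for 48 hr. Growth read as absorbance at 600 nm, normalized to DMSO and equimolar FeCl3 plus clioquinol controls.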
# A549 viability = kills or reduces viability of A549 cells in Nrf2 counter-screen. AID 504648. hit rate 0.16% among 390,000. Potency, µM (doses to about 46 µM), inactives show at the highest dose activity change, negative = cytotoxicity, most hits filed as inhibitors. A549 ARE-Fluc cells, CellTiter-Fluor viability, 18-24 h; note: potency is the fitted concentration of half-maximal effect; % is set by controls: 0 for no effect and ±100 for the full control effect
#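 A549 ARE_Fluc cells in 5% FBS OPTI-MEM were exposed to compounds in concentration-response for 18-24 h at 37 deg C. Viability was read by CellTiter-Fluor fluorescence (Ex 405/Em 525) after 30 min, before the luciferase read.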
# HepG2 viability = HepG2 cytotoxicity, counter-screen for TGF-b inhibitors. HepG2 CAGA-GFP viability, ATP luminescence, 18 h. Potency, µM (top dose mostly 46.1 µM), for inactives: top-dose activity change, negative = cytotoxicity, actives largely listed as cytotoxic. hit rate 0.76% among 410,000. AID 588856; note: potency is the fitted concentration of half-maximal effect; some results filed as inactive show a strong effect at the top dose
#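 CellTiter-Glo luminescence gave cytotoxicity after 18 hours at 37 degrees C. The cells were HepG2 CAGA-GFP in 1% FBS DMEM, stimulated with 500 pg/mL TGF-beta after compound addition. %Activity was normalised to no-cell wells (complete cell-killing) and DMSO (no toxicity), and curves were fitted and classified.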
# Nrf2 ARE act = activators of Nrf2 (ARE) signaling. AID 624171. AREc32 ARE-luciferase reporter (MCF7-derived line), luminescence, 24 h. hit rate 0.31% among 410,000. Potency, µM (titrated, usually from 46.1 µM), without a hit: at the top dose activation, hits mostly activators; note: potency is the fitted concentration of half-maximal effect; % of control where 0% means no effect; nearly all actives have a fitted effect of over 65% in size
#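 Luciferase luminescence (Steady-Glo, 30 min at room temperature) served as the read-out of ARE activation in AREc32 cells treated with compounds for 24 hr at 37 deg C.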
# Nrf2 inh = inhibitors of Nrf2 signaling; hit rate 2.1% among 360,000; Potency, µM (titrated, usually from 46 µM), without a hit: at the highest dose activity change, negative = inhibition, hits mostly inhibitors; A549 ARE-Fluc reporter, luciferase luminescence, 18-24 h; note: potency is the fitted concentration of half-maximal effect; % is set by controls: 0 for no effect and ±100 for the full control effect; nearly all actives have a fitted effect of over 60% in size
#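 Two sequential reads on A549 ARE_Fluc cells exposed to compound for 18-24 h: a CellTiter-Fluor fluorescence read for viability, then a luciferase luminescence read for Nrf2/ARE activity.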
# CCT chaperon mod = modulators of cytosolic chaperonin (CCT/TRiC) activity. purified chaperonin ATPase assay, HTRF ADP detection, 30 min. activity change, % (no concentration beside the values), hits read low. hit rate 0.3% among 360,000; in the data active = activity change below about -30%; note: % is set by controls: 0 for no effect and ±100 for the full control effect
#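 We incubate TRiC, 40 or 20 nM final, with library compounds at 76 uM and 10 uM ATP for 30 min at 37 °C. ADP formed is detected with Transcreener HTRF reagents after 30 min at room temperature.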
# Mm-Cpn inhibitor = inhibitors of Methanococcus maripaludis chaperonin (MmCpn) | purified Mm-Cpn ATPase, ADP Transcreener TR-FRET | Potency, µM (titrated, usually from 76.9 µM), inactives show top-dose activity, negative = inhibition, actives largely listed as inhibitors | AID 504842 | hit rate 0.031% among 330,000; note: potency is the fitted concentration of half-maximal effect; % is set by controls: 0 for no effect and ±100 for the full control effect; nearly all actives have a fitted effect of over 80% in size
#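 TR-FRET (320 nm excitation; 590 and 665 nm emission) reports ADP made from 10 uM ATP by 25 nM enzyme; compounds were preincubated 10 min, reaction run 30 min, both at 37°C.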
# TGFb inhibitor = inhibitors of TGF-b signaling; hit rate 1.2% among 410,000; HepG2 CAGA-GFP TGF-b/SMAD3 reporter, GFP fluorescence, 18 h; TGF-beta stimulated, 500 pg/mL final; Potency, µM (doses to about 46.1 µM), for inactives: at the highest dose activity, negative = inhibition, most hits filed as inhibitors; note: potency is the fitted concentration of half-maximal effect; % is set by controls: 0 for no effect and ±100 for the full control effect; nearly all actives have a fitted effect of over 65% in size
#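 HEPG2 CAGA-GFP reporter cells (1000/well, DMEM with 1% FBS) received compounds, then recombinant TGF-beta at 500 pg/mL final for 18 hours at 37 degrees C. Per-cell GFP summed per well was normalised to unstimulated and stimulated DMSO controls before curve fitting.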
# Numbers without * were called inactive; i = inactive; ? = inconclusive; · = no result given; & = joins results of further samples; [ ] = remark or other dose. Unless noted, calls come from the whole dose curve; as a rule, active = well fitted curve in the direction sought with a large enough effect; inconclusive = small, poorly fitted or top-dose-only effect, or another doubt; inactive = no such curve, though single readings can be large; an effect the other way counts as inactive or inconclusive. Compounds as they come; about 4.3% have a hit in one of these screens.
1. O=S(=O)(c1cccc(F)c1)N1CCc2sccc2C1c1ccc(OC(F)(F)F)cc1 (centres undefined)
2. Cc1cc(C)nc(OC(C(=O)O)C(OCCc2ccccc2)(c2ccccc2)c2ccccc2)n1 (centres undefined)
3. N#CCSc1nnc(-c2cccnc2)n1-c1ccccc1
4. CCN(CC(=O)Nc1ccc2c(c1)OCCO2)C(=O)/C=C/c1ccccc1
5. CC(=O)N1CCN(S(=O)(=O)c2cccc(C(=O)Nc3ccccc3N3CCOCC3)c2)CC1
6. Cc1ccc(C)n1NC(=O)c1ccc(Cl)cc1Cl
7. Cc1ccc2c(Cl)cc(Cl)c(OCC(=O)NC3CCS(=O)(=O)C3)c2n1 (centres undefined)
8. COC(=O)C1(NC(=O)NC2CCCCC2)CCCCC1
9. COc1ccc(-n2nc(C(=O)Nc3cccc(C(F)(F)F)c3)c3c4ccccc4n(C)c3c2=O)cc1
10. COc1ccccc1CNC(=O)c1cccn1-c1nnc(N2CCCC2)s1

screen / no.	1	2	3	4	5	6	7	8	9	10
pAkt inh	i	i	i	i	i	i	i	i	·	·
TGFb inhibitor	?	-22%	-1%	11%	3%	5%	-11%	-17%	1%	0%
CCT chaperon mod	-1.8	-0.9	-1.2	0.0	0.2	-11	-3.9	-23	·	·
Nrf2 inh	?	13µM*	-19%	22%	-17%	?	-14%	1%	9%	?
Nrf2 ARE act	0.1%	-0.5%	0.2%	0.6%	-0.4%	-0.3%	8.0%	-0.3%	-0.8%	-0.4%
HepG2 viability	-29%	1%	-1%	-8%	10%	3%	-20%	5%	-1%	8%
Abeta yeast res	20%	12%	-6%	12%	-1%	-1%	-12%	-9%	8%	8%
A549 viability	2%	-14%	-8%	1%	7%	4%	9%	8%	-3%	4%
Mm-Cpn inhibitor	0%	-3%	2%	3%	0%	-2%	0%	0%	·	·

11. CC(=O)N1CCc2ccc(S(=O)(=O)N3CCN(C)CC3)cc21
12. NC(=O)CSc1nc(C2CC2)nc2sc3c(c12)CCCC3
13. CNC(=O)C1CC(=O)N(Cc2ccccc2)C(=Nc2ccc(OC)cc2)S1 (centres undefined)
14. COc1ccc(CCN2C(=O)c3[nH]nc(-c4ccccc4O)c3C2c2cccc(O)c2)cc1OC (centres undefined)
15. O=S(=O)(c1ccc(Cl)s1)N1CCNCC1
16. Cc1ccc(CNC(=O)Nc2nnc([C@H]3C[C@H](O)[C@@H](CO)O3)s2)cc1
17. Cc1cc(C)c(C#N)c(N2CCSCC2)n1
18. CC(=O)c1ccc(NC(=O)c2cc(S(=O)(=O)N3CCOCC3)ccc2C)cc1
19. COCCNC(=O)/C(C#N)=C\c1ccc(CNS(=O)(=O)c2ccccc2)o1
20. Cc1ccc(C)c(C(=O)CCC(=O)NCc2ccc(Cl)cc2)c1

screen / no.	11	12	13	14	15	16	17	18	19	20
pAkt inh	i	i	i	i	i	i	i	i	i	i
TGFb inhibitor	-29%	4%	22%	5%	-4%	6%	13%	-10%&-8%	-18%	8%
CCT chaperon mod	-0.2	0.1	-2.1	-1.1	0.1	-0.8	-1.7	-3.1	-3.3	-3.0
Nrf2 inh	-7%	?	-3%	6%	-21%	·	-6%	15%&-7%	3%	0%
Nrf2 ARE act	-0.5%	2.0%	-0.1%	3.4%	-0.1%	3.3%	0.2%	0.2%&7.6%	0.2%	0.0%
HepG2 viability	1%	-15%	-16%	-25%	-2%	1%	0%	-19%&-17%	-1%	0%
Abeta yeast res	-4%	3%	4%	16%	-10%	-17%	-3%	7%&0%	3%	20%
A549 viability	1%	?	-11%	-8%	3%	·	-4%	1%&6%	7%	1%
Mm-Cpn inhibitor	1%	-2%	-1%	3%	2%	·	3%	0%	0%	1%

21. O=C(CCC(=O)N1CCOc2ccccc21)NCCCN1CCOCC1
22. CN(C)CCCNC(=S)N1CCN(c2nc(-c3ccccc3)cs2)CC1
23. COc1ccc(C(=O)Nc2ccc(N3CCN(C(=O)c4ccccc4C)CC3)cc2)cc1
24. COC(=O)Cc1cc(=O)[nH]c(/N=C(\N)Nc2ccc(C)cc2)n1
25. O=C(NNc1ccccn1)C(c1ccccc1)c1ccccc1
26. CCc1ccc(C(=O)COC(=O)CNC(=O)CNS(=O)(=O)c2ccccc2)cc1
27. O=C(NC1CCN(Cc2ccccc2)CC1)c1ccc(Cn2c(=O)c3ccccc3n(Cc3ccc(F)cc3)c2=O)cc1
28. Cc1sc2ncnc(SCC(=O)N3CCCC3=O)c2c1C
29. CCOc1ccccc1N(CC(=O)NCC1CCCO1)C(=O)CCC(=O)Nc1cc(C)on1 (centres undefined)
30. Cc1ccc(NC(=O)Cn2cc3c(n2)CCC(C)C3)cc1C (centres undefined)

screen / no.	21	22	23	24	25	26	27	28	29	30
pAkt inh	i	i	i	i	i	i	·	i	i	·
TGFb inhibitor	-7%	?	0%	-3%	-2%	0%	?	-9%	-13%	-2%
CCT chaperon mod	0.2	-0.3	2.3	-1.2	1.0	-1.2	·	-2.0	-0.6	·
Nrf2 inh	12%	-6%	?	0%	-8%	13%	?	-6%	2%	8%
Nrf2 ARE act	-0.1%	7.3%	0.4%	-0.3%	-0.5%	0.1%	0.8%	0.0%	0.1%	-0.9%
HepG2 viability	0%	-66%	-10%	-2%	18%	-12%	-35%	-3%	-22%	-11%
Abeta yeast res	5%	0%	4%	-4%	1%	1%	-1%	-2%	-10%	-2%
A549 viability	4%	6%	-5%	17%	-8%	-9%	-22%	-3%	0%	9%
Mm-Cpn inhibitor	1%	0%	-1%	1%	1%	2%	·	0%	-2%	·

31. O=C(COc1ccc(Cl)cc1Cl)OCC(=O)c1ccc[nH]1
32. Cc1cc(C)c(S(=O)(=O)NCCCn2ccnc2)cc1C
33. O=C(OC1CCOC1=O)c1cncc(Br)c1 (centres undefined)
34. CNC(=S)NNC(=O)CSCc1c(Cl)cccc1Cl
35. Cc1ccc(S(=O)(=O)N2CCOCC2)cc1NC(=O)COC(=O)CCC(=O)c1cccs1
36. Cc1cc(C(=O)NNc2c(Cl)cccc2Cl)n(C(C)(C)C)n1
37. CCOc1ccc(OCCC(=O)N(CC(=O)Nc2ccccc2C(F)(F)F)Cc2ccco2)cc1
38. CC1(C)CC(=O)C2=C(C1)OC1=C(C(=O)CC(C)(C)C1)C2c1ccccc1Cl
39. COc1ccccc1NC(=S)N(Cc1ccco1)Cc1cc2cc(C)cc(C)c2[nH]c1=O
40. COc1ccc(C(=O)NNC(=O)Cc2ccc(Cl)cc2)cc1

screen / no.	31	32	33	34	35	36	37	38	39	40
pAkt inh	i	i	i	i	i	i	i	i	i	i
TGFb inhibitor	3%	12%	5%	-22%	-2%	5%	1%	-2%	-21%	-3%
CCT chaperon mod	-2.1	-0.3	-0.5	-1.2	-3.4	1.1	-1.5	-0.5	1.9	0.6
Nrf2 inh	-3%	2%	-7%	?	5%	-26%	-25%	·	?	-2%
Nrf2 ARE act	-0.3%	-0.5%	-0.9%	0.5%	0.4%	-0.1%	4.6%	-0.3%	2.2%	-1.0%
HepG2 viability	1%	-6%	-8%	-7%	2%	11%	-16%	-19%	-11%	-26%
Abeta yeast res	38%	-11%	-16%	-10%	8%	1%	1%	-16%	7%	-11%
A549 viability	4%	2%	0%	-2%	0%	2%	2%	·	-13%	-1%
Mm-Cpn inhibitor	-1%	-1%	0%	1%	1%	0%	2%	·	-1%	0%

41. Oc1c(Cl)cc(Cl)cc1/C=C/c1ccc2cccc(O)c2n1
42. C=CCN(CC=C)S(=O)(=O)c1ccc(NC(=S)NC(=O)/C=C/c2ccccc2)cc1
43. CCc1cccc(NC(=O)COc2cc(=O)n(CC)c3ccccc23)c1
44. CCOC(=O)/C(=N/Nc1ccccc1)c1csc(Nc2ccccc2)n1
45. NC(=O)C1CCN(c2ncnc3c2c(-c2ccccc2)cn3-c2ccccc2)CC1
46. O=C(CCN1C(=O)S/C(=C\c2ccccc2)C1=O)Nc1ccc(S(=O)(=O)Nc2nccs2)cc1
47. Cc1nc(C(=O)N(C)C)nn1-c1ccc(Cl)cc1Cl
48. CCc1ccc(NC(=O)Cn2cccc2)cc1

screen / no.	41	42	43	44	45	46	47	48
pAkt inh	i	i	·	i	i	i	i	i
TGFb inhibitor	?	?	5%	?	-2%	?	-10%	-2%
CCT chaperon mod	-1.3	-3.3	·	-0.6	-0.8	2.3	-4.2	0.5
Nrf2 inh	13%	·	16%	?	-13%	-7%	2%	13%
Nrf2 ARE act	?	2.7%	0.3%	5.6%	0.2%	0.3%	-0.3%	-0.8%
HepG2 viability	-38%	-29%	-37%	-89%	3%	-32%	-11%	1%
Abeta yeast res	-7%	-4%	-21%	-6%	-48%[inhibitor]	8%	0%	9%
A549 viability	-3%	-1%	-9%	5%[1.84 µM]	-3%	2%	7%	0%
Mm-Cpn inhibitor	1%	-1%	·	0%	-2%	1%	2%	-11%

# Quoted from above: entries 46–48
46. O=C(CCN1C(=O)S/C(=C\c2ccccc2)C1=O)Nc1ccc(S(=O)(=O)Nc2nccs2)cc1
47. Cc1nc(C(=O)N(C)C)nn1-c1ccc(Cl)cc1Cl
48. CCc1ccc(NC(=O)Cn2cccc2)cc1

screen / no.	46	47	48
pAkt inh	i	i	i
TGFb inhibitor	?	-10%	-2%
CCT chaperon mod	2.3	-4.2	0.5
Nrf2 inh	-7%	2%	13%
Nrf2 ARE act	0.3%	-0.3%	-0.8%
HepG2 viability	-32%	-11%	1%
Abeta yeast res	8%	0%	9%
A549 viability	2%	7%	0%
Mm-Cpn inhibitor	1%	2%	-11%
